Screening data: PubChem, National Center for Advancing Translational Sciences (NCATS)
D2 antag: antagonizes the human D2 dopamine receptor; P14416; HEK293 TREx D2 cells, calcium flux, dopamine EC80; inhibition, % at 10 µM; actives 2% (n = 340,000); in the data active = inhibition above about 30%; note: 0% is about no effect
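Measurement of antagonist activity uses fluorescent calcium dye in inducible HEK293 T-REx D2 cells: 10 s baseline, compound addition with 180 s read, EC80 dopamine addition with a further 180 s read.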
rTrxR1 inhibitor: rat TrxR1 inhibition; O89049; Potency, µM (top dose mostly 114 µM), for the others: at the highest dose activity change, negative = inhibition, hits mostly inhibitors; recombinant rTrxR1, NADPH fluorescence consumption, selenite substrate; actives 1% (n = 390,000); note: potency is the fitted concentration of half-maximal effect; % is set by controls: 0 for no effect and ±100 for the full control effect; nearly all actives have a fitted effect of over 65% in size
Target sequence (O89049 whole entry, looked up): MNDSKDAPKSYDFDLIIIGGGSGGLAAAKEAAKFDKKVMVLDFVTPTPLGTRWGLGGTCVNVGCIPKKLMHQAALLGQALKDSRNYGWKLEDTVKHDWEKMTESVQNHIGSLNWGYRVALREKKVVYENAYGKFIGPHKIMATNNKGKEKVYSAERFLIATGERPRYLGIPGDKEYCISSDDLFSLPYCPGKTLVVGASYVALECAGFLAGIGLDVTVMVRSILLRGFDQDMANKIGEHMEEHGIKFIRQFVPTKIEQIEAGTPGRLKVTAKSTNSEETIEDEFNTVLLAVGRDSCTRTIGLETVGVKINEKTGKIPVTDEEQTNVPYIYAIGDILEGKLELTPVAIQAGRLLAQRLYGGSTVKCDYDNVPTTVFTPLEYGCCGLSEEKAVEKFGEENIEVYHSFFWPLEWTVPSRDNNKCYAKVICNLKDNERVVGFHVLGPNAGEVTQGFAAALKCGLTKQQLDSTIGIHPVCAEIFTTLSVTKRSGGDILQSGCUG
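Rat TrxR1 (90 nM in the dispensed reagent) was pre-reduced with 400 uM NADPH for 5 min at room temperature, then incubated with compound for 15 min. After 400 uM selenite was added, NADPH fluorescence (Ex 340/Em 450 nm) was followed for 8 min.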
D2 ag: D2 dopamine receptor (human) agonism. P14416. AID 485358. activation, % at 2 µM. HEK293 T-REx D2 cells, calcium flux agonist mode. actives 0.53% (n = 340,000);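 active = activation over 3 SD above normal in the single-dose calcium agonist read, cut at about 30% in these data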; note: 0% is about no effect
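HEK293 Trex D2 cells, tetracycline-induced, o/n 30 C 5% CO2; no-wash Ca dye, RT 30–90 min; 10-cycle baseline, 23 nl cpd added, kinetic Ca read 180 s; agonist hits = positive Ca response.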
TRHR agonist: TRH receptor (human) agonism | P34981 | TRHR cells, calcium flux fluo-8, FDSS agonist mode | activation, % at 2 µM | actives 0.18% (n = 360,000); in the data active = activation above about 30%; note: 0% is about no effect
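TRHR-expressing cells loaded with fluo-8 calcium dye; 23 nL library compound pin-transferred, kinetic FDSS fluorescence (Ex 480/Em 530) recorded about 180 s for agonist-induced calcium release, before a 10 nM TRH EC20 addition for potentiator mode.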
TrxR1 substrate: is turned over as a substrate by rat TrxR1; purified TrxR1 substrate turnover, NADPH consumption readout; Potency, µM (highest dose often 114 µM), inactives show top-dose activity change, negative = substrate turnover; AID 588456; actives 0.01% (n = 390,000); note: potency is the fitted concentration of half-maximal effect; % is set by controls: 0 for no effect and ±100 for the full control effect; nearly all actives have a fitted effect of over 50% in size
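Rat TrxR1, dispensed at 90 nM, was prereduced with 400 uM NADPH (final) for 5 min at ~22 deg C, then incubated with compound 15 min before 400 uM selenite. A first-read NADPH fluorescence drop versus no-compound background flagged substrates.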
Pin1 inhibitor: inhibitors of human Pin1 | Q13526 | Pin1 FP peptide displacement, HiFluor488, 10 min | Potency, µM (highest dose often 115 µM), inactives show at the highest dose activity, negative = inhibition, most hits filed as inhibitors | actives 0.009% (n = 390,000) | AID 504891; active = well fitted inhibition curve with a large enough effect in the polarisation, with a control signal flat, not every such curve was filed as active; inconclusive = small, poorly fitted or top-dose-only effect, or effect the other way, or a change in a side signal; inactive = no such curve, though single readings can be large or run the other way; the % refers to the polarisation; note: potency is the fitted concentration of half-maximal effect; % is set by controls: 0 for no effect and ±100 for the full control effect
Target sequence (Q13526 whole entry, looked up): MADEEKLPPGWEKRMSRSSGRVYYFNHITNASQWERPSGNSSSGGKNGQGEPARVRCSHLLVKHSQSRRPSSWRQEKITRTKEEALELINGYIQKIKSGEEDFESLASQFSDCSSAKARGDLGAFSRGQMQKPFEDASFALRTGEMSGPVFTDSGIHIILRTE
USP1 inh: USP1/UAF1 (human) deubiquitinase inhibition; actives 0.23% (n = 390,000); O94782; Potency, µM (highest dose often 57.1 µM), inactives show top-dose activity change, negative = inhibition, most hits filed as inhibitors; recombinant USP1/UAF1, Ub-Rhodamine cleavage fluorescence; AID 743255; note: potency is the fitted concentration of half-maximal effect; % is set by controls: 0 for no effect and ±100 for the full control effect; nearly all actives have a fitted effect of over 60% in size; inactives centre near -12
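1 nM enzyme complex + cpd, 15 min RT; start with Ub-Rho 150nM final; kinetic fluorescence ex 480/em 540, 6 reads q60 s. Buffer 50mM HEPES pH 7.8, 0.5mM EDTA, 0.1 mg/ml BSA, 1mM TCEP, 0.01% Tween-20.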
mIDH1 inhibitor: human IDH1 R132H inhibition; IDH1-R132H enzyme, NADPH consumption, diaphorase/resazurin fluorescence; Potency, µM (highest dose often 76.6 µM), inactives show top-dose activity change, negative = inhibition, hits mostly inhibitors; actives 0.093% (n = 390,000); O75874; note: potency is the fitted concentration of half-maximal effect; % is set by controls: 0 for no effect and ±100 for the full control effect; nearly all actives have a fitted effect of over 65% in size
Target sequence (O75874 whole entry R132H, stated change not applied): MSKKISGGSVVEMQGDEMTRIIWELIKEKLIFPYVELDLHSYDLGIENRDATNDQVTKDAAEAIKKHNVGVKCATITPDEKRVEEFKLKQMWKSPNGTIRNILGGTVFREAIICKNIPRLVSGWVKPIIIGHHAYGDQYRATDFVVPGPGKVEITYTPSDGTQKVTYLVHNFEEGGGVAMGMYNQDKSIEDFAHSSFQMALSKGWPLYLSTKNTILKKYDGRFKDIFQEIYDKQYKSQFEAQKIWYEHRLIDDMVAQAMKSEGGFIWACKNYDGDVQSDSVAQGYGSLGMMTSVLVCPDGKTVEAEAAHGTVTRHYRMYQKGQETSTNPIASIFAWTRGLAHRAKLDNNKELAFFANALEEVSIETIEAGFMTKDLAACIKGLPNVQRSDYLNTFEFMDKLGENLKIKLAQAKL
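IDH1-R132H (0.5 ug/mL dispensed) in pH 7.5 Tris buffer was preincubated 30 min with compound, then given a substrate mix of 0.016 mM NADPH and 2 mM alpha-KG for 80 min at room temperature; remaining NADPH was read by diaphorase/resazurin fluorescence.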
TRHR PAM: allosteric enhancers of human TRH receptor; TRHR cells, fluo-8 calcium fluorescence, EC20 TRH enhancement; enhancement, % at 2 µM; actives 0.66% (n = 360,000); in the data active = enhancement above about 30%; note: 0% is about no effect
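Enhancer read-out: after compound pinning and an initial kinetic agonist-mode read, an EC20 of TRH (10 nM final) was injected and fluo-8 calcium signal (Ex 480/Em 530) followed at 1 s/cycle for 100 cycles in TRHR-expressing cells.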
* marks the source's active call; other numbers are inactive results; ? = inconclusive; · = not tested or not shown; [ ] = remark or other dose. Unless noted, calls come from the whole dose curve; as a rule, active = well fitted inhibition curve with a large enough effect; inconclusive = small, poorly fitted or top-dose-only effect; inactive = no such curve, though single readings can be large or run the other way. This is a subset; rates above refer to the full screens.

SMILES	D2 antag	rTrxR1 inhibitor	D2 ag	TRHR agonist	TrxR1 substrate	Pin1 inhibitor	USP1 inh	mIDH1 inhibitor	TRHR PAM
COC(=O)c1cc([N+](=O)[O-])c(-n2cncn2)c([N+](=O)[O-])c1	-1	2%	0.0	0.6	-9%	-2%	-7%	2%	0
O=C(NCc1ccco1)c1cc2n(n1)C(C(F)(F)F)CC(c1ccc(F)cc1)N2 (configuration not stated)	10	-1%	1.6	1.8	1%	-1%	-5%	-1%	-2
O=[N+]([O-])c1ccc(C(=S)N2CCN(Cc3ccccc3)CC2)cc1	-19	-12%	-0.8	-0.3	7%	-1%	-18%	3%	1
Cc1ccc(N(CC(=O)Nc2ccc(Br)c(C)c2)S(=O)(=O)c2cccs2)cc1	·	0%	0.4	1.3	1%	21%	-17%	-5%	0
CC(C)c1ccc(N(CC(=O)NCc2ccc(F)cc2)C(=O)c2csnn2)cc1	·	18%	·	-0.6	-6%	3%	-10%	-4%	3
CCN1C(=O)c2ccccc2S(=O)c2ccc(C(=O)N3CCN(C(=O)c4ccco4)CC3)cc21 (configuration not stated)	-9	-5%[57.1 µM]	2.5	-0.1	8%	-1%	-15%	9%	1
CC(C)(C)n1nnnc1C(c1cccs1)N(Cc1cccnc1)Cc1ccco1 (configuration not stated)	-19	-6%[57.1 µM]	-4.8	-0.7	-4%[57.1 µM]	?	-19%	-8%	5
O=C(NCC(=O)N(c1ccccc1)C(C(=O)NC1CCCCC1)c1cccnc1)c1cccs1 (configuration not stated)	13	14%	-1.5	0.0	2%	-4%	-11%	-8%	3
CCCc1cc(=O)[nH]c(SCC(=O)c2cc(C)n(C3CC3)c2C)n1	·	22%[57.1 µM]	·	0.0	-8%	-1%	-9%	12%	1
C=CCN1C(=O)S/C(=C/c2ccsc2)C1=O	6	-2%	-1.3	-0.8	-4%	0%	-14%	9%	-5
O=c1oc2ccccc2cc1-c1nc(-c2cccc(Cl)c2)cs1	·	11%[57.1 µM]	0.2	0.2	5%[57.1 µM]	?	-13%	-4%	4
CCOc1ccc(N(CC(=O)Nc2ccc(OC)cc2)C2=NC3CS(=O)(=O)CC3S2)cc1 (configuration not stated)	-18	3%[57.1 µM]	-0.5	0.2	3%[57.1 µM]	18%	-14%	0%	-9
COc1cccc(NS(=O)(=O)c2ccc3c(c2)n(C)c(=O)c(=O)n3C)c1	8	10%	-0.5	0.5	0%	4%	-10%	16%	1
COc1ccccc1CNC(=O)C1CCC(CNc2c(N3CCC(C)CC3)c(=O)c2=O)CC1 (configuration not stated)	17	12%	-0.5	0.0	1%	-1%	-19%	-9%	-2
CCOC(=O)NC(=O)COC(=O)CNC(=O)c1ccc(OCC)c(OCC)c1	16	17%[57.1 µM]	-1.1	0.0	7%[57.1 µM]	-6%	-6%	4%	-6
O=C(CN1C(=O)C(=O)N(Cc2ccco2)C1=O)Nc1ccccc1	·	6%	·	·	11%	7%	-12%	0%	·
Cc1ccc(N(CC(=O)N2CCCC2)S(C)(=O)=O)c(C)c1	2	22%	0.6	1.0	7%	-3%	-23%	-8%	6
CCN(C(=O)CSc1nc2cc(C(=O)O)ccc2c(=O)n1Cc1ccccc1)c1ccccc1	6	14%	2.1	0.2	-1%	?	-10%	2%	0
Cc1ncc([N+](=O)[O-])n1CC(=O)NC1CCCCCC1	-2	7%[57.1 µM]	0.7	0.6	5%[57.1 µM]	0%	-21%	3%	-4
CC(=O)Nc1cccc(S(C)(=O)=O)c1	-8	11%[57.1 µM]	0.0	0.7	-19%[57.1 µM]	-9%	-18%	4%	10
CCOC(=O)c1c(C)oc2c(F)c(F)c(F)c(F)c2c1=O	3	-23%[57.1 µM]	-0.1	0.2	8%[57.1 µM]	3%	-14%	-4%	1
CCOc1ccc(C2c3[nH]c4ccccc4c3CCN2Cc2cccn2-c2ncccn2)cc1 (configuration not stated)	-5	-9%	0.7	0.2	-4%	31%[activator]	-7%	0%	2
Cn1c(CC(=O)Nc2ccccc2)nnc1SCC(=O)Nc1ccc(N2CCOCC2)cc1	0	9%	1.7	1.5	-1%	-2%	-16%	-2%	2
COC(=O)C1CCN(C(=O)COC(=O)C2CCN(S(=O)(=O)c3c(Cl)cccc3Cl)CC2)CC1	-18	-11%	-0.6	0.0	-5%	12%	-5%	1%	15
O=C(COC(=O)CNC(=O)c1ccccc1)NC1CCCCC1	21	9%	-0.9	-0.2	1%	0%	-19%	2%	-4

Individual results from the list:
For mIDH1 inhibitor, CCN1C(=O)c2ccccc2S(=O)c2ccc(C(=O)N3CCN(C(=O)c4ccco4)CC3)cc21 (configuration not stated) shows 9%
For TRHR PAM, O=C(NCC(=O)N(c1ccccc1)C(C(=O)NC1CCCCC1)c1cccnc1)c1cccs1 (configuration not stated) shows 3

New compounds follow
SMILES	D2 antag	rTrxR1 inhibitor	D2 ag	TRHR agonist	TrxR1 substrate	Pin1 inhibitor	USP1 inh	mIDH1 inhibitor	TRHR PAM
Cc1cc(NC(=O)CCN2CCN(C)CC2)ccc1Br	8	-1%[57.1 µM]	0.3	1.2	-4%	-6%	-1%	10%	7
CN(CC(=O)Nc1cccc(F)c1)C(=O)c1ccc(-c2ccc(Cl)cc2)o1	5	?	0.0	-0.1	-6%	30%	-10%	5%	-8
COc1ccc(N2C(=O)NC(NS(=O)(=O)c3ccccc3)(C(F)(F)F)C2=O)cc1 (configuration not stated)	-16	-10%	0.7	-0.5	-6%	-3%	-7%	11%	-2
COc1ccc(OC)c(Nc2nc(C3CC3)nc3c2nnn3Cc2ccccc2)c1	-6	42%[activator]	0.2	-0.1	74%[activator]	-1%	-22%	3%	5
CC(O)CNC(=S)Nc1ccccc1 (configuration not stated)	-5	14%[57.1 µM]	-0.4	0.2	-2%[57.1 µM]	-6%	-12%	3%	1
CCCCCn1c(=O)[nH]c2cc(C(=O)NCc3ccccc3)ccc2c1=O	·	34%[activator]	0.3	0.2	14%	0%	?	26%	2
CC(=O)Nc1c(C)ccc(CNC(=O)COc2ccc(F)cc2)c1C	-17	11%	-0.3	0.6	2%	0%	-12%	0%	2
Cc1nc(N2CCCC2)c2nnn(Cc3ccccc3Cl)c2n1	-8	8%	-1.2	-0.4	-3%	8%	-8%	3%	2
COc1ccccc1NC(=O)c1ccc(CS(=O)(=O)c2ccc(C)cc2)cc1	-12	12%	-1.1	-1.1	5%	1%	-5%	-8%	-2
COCc1ccc(CN2CCCC(C(=O)Nc3ccccc3-c3ccc(OC)cc3)C2)o1 (configuration not stated)	26	2%	-0.2	-1.0	5%	4%	-12%	22%	-6
CCOC(=O)c1cn2c(C)cccc2n1	6	7%	-1.5	-0.1	-2%	6%	-13%	18%	-5
CC(C)=C(NC(=O)c1ccco1)C(=O)NCCc1nc2ccccc2[nH]1	-27	10%	-0.3	-0.7	0%	-4%	-17%	0%	-2
COc1cc(OC)cc(C(=O)N[C@H](C(=O)Nc2c(C)n(C)n(-c3ccccc3)c2=O)C(C)C)c1	·	-8%	·	·	-10%	0%	-11%	1%	·
COc1cc(NC(=O)c2ncn[nH]2)cc(OC)c1OC	-4	-8%	-0.2	-0.7	-5%	-4%	-21%	3%	11
C[C@]1(C(=O)O)C=C[C@@H](Cc2ccccc2)N1C(=O)c1ccccc1	·	10%	·	-0.1	3%	-3%	?	12%	2
COCCCn1c(SCC(=O)N2CCc3ccccc32)nnc1-c1ccco1	0	-20%	1.7	0.1	-7%	?	-20%	3%	5
C/C(Cc1ccccc1)=N\NC(=O)CNC(=O)c1cccc(Cl)c1	-16	-2%[57.1 µM]	-0.4	0.3	5%[57.1 µM]	2%	11%	2%	0
O=C(NCCN1CCOCC1)c1cc2cc(Br)ccc2oc1=O	0	21%	0.8	0.1	0%	-3%	-25%	-5%	-1
COc1ccc(CCCc2nnc(SCC(=O)Nc3ccc(Cl)cc3)o2)cc1	·	5%	·	-0.1	-7%	0%	-9%	-8%	4
O=C(NCc1ccccc1)c1ccc2c(c1)N(Cc1ccc(F)cc1)CCS2	·	60%[activator]	·	1.0	53%[activator]	8%	-16%	24%	2
C/C(=N/NC(=O)CNC(=O)c1cccnc1)c1cccc([N+](=O)[O-])c1	-13	-1%[57.1 µM]	-0.9	-0.5	-4%	-1%	-8%	-1%	3
COC(=O)c1cc(NC(=O)CSc2nc(C)cc(=O)[nH]2)cc(C(=O)OC)c1	18	18%	-0.4	-0.1	11%	1%	-18%	6%	-27
COc1ccccc1N1CCN(C2CCN(C(=O)c3cccc(F)c3)CC2)CC1	-16	-5%	-0.3	1.9	-3%	2%	-6%	14%	-8
O=C(COC(=O)/C=C/c1cccc(F)c1)NC(=O)NC1CCCC1	·	-10%	·	·	-12%	-5%	1%	-1%	·
O=C(N/N=C/c1cccs1)/C(=C/c1ccccc1)NC(=O)c1ccccc1	8	-12%	-0.6	-0.7	-17%	-1%	-18%	1%	3
CCN(CC)C(=O)Cn1c(=O)c2ccccc2n2c(=S)sc(-c3cccc(C)c3)c12	4	-9%	2.2	2.6	-10%	?	-18%	-1%	2
N#Cc1nc(-c2ccco2)oc1N1CCN(c2cccc(Cl)c2)CC1	2	16%	0.1	-0.3	4%	21%	-31%	-2%	-2
CC1=CC(C)(C)N(C(=O)CSc2ncn[nH]2)c2ccc(C)cc21	1	-8%	0.0	-1.1	-2%	5%	-21%	5%	6
COc1cc(/C=C2\CCc3ccccc3C2=O)cc(OC)c1OC	·	?	·	-0.8	-8%	-6%	-11%	3%	1
NC(=O)c1nnn(-c2nonc2N)c1-c1ccc([N+](=O)[O-])cc1	-4	1%	0.7	1.0	-6%	9%	-2%	4%	0
